TMEM16A act – TMEM16A chloride channel activators or potentiators, primary screen, cell-based, HTS | Anoctamin-1 (Mus musculus), Q8BHY3 | HEK293 TMEM16A/YFP-H148Q/I152L, iodide quench fluorescence; hits give low values | B-score at 10 µM | 340,000 compounds, 0.3% hits;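 active means fluorescence-ratio B-score plate-corrected deviation score at least 3 library SD below zero, with starting fluorescence score within 5 deviations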;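 further: channel opened by trigger with iodide after compound preincubation; score built on the fluorescence ratio of max minus min over baseline; more negative score means more quench and so TMEM16A activation or potentiation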
Target sequence (Q8BHY3 whole entry, looked up): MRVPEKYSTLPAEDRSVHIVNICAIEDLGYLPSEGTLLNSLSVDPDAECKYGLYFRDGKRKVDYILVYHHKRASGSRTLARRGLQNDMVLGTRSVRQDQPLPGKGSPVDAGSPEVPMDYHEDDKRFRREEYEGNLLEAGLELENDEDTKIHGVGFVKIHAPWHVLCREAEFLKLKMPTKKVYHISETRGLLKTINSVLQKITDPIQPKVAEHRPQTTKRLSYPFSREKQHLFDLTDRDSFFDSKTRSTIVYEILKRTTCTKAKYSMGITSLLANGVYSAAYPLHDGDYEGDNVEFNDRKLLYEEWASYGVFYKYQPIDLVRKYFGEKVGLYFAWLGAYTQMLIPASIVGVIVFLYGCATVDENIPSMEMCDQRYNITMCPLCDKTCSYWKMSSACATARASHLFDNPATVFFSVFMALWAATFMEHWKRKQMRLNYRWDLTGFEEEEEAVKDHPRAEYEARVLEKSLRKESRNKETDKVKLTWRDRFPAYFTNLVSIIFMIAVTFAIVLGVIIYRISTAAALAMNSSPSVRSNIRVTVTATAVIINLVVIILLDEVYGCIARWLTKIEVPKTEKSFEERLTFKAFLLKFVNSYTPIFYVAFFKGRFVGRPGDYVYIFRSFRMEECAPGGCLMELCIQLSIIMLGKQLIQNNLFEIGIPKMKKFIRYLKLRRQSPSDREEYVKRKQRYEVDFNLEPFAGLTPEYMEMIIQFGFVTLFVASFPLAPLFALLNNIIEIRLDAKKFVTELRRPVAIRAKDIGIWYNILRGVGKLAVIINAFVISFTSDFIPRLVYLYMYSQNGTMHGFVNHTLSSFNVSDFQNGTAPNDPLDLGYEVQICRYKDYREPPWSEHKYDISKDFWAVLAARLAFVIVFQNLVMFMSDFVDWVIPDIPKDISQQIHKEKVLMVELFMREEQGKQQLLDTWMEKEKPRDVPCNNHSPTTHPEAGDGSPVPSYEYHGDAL
TRPC4 PAM – positive allosteric modulators of TRPC4, primary screen, cell-based, mouse TRPC4beta, HEK293 mu-opioid, Fluo-4 calcium. Short transient receptor potential channel 4 (Mus musculus), Q9QUQ5. 310,000 compounds, 0.42% hits. B-score at 10 µM. DAMGO EC20, Fluo-4 Ca2+ flux; hits give high values;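 active means B-score of calcium response area above 5 SD of library B-scores, with initial fluorescence ratio within 5 SD of library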;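 further: B-score of integrated fluorescence ratio over time as area under calcium response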
TRPC4 act – activators of mouse TRPC4 channel, primary screen, Fluo4 calcium, HEK293 TRPC4beta/mu-opioid cells; Short transient receptor potential channel 4 (Mus musculus), Q9QUQ5; Fluo4 calcium fluorescence; hits give high values; B-score at 10 µM; 310,000 compounds, 0.49% hits; AID 2237, 2010;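 active means B-score above 5 SD of library B-scores, and initial fluorescence ratio not above library mean plus 5 SD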;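 further: positive B-score marks a calcium rise read as TRPC4 activation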
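Material: TRPC4beta and mu-opioid receptor HEK293 stable cells | Incubation: 45 min room-temperature Fluo4 loading, 110 s read | Detection: Kinetic Fluo4 calcium fluorescence | Measure: Integrated baseline-normalised fluorescence ratio, converted to per-well B score | Benchmarks: Low control buffer alone, high control maximal DAMGO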
TRPC6 inhibitor – mouse TRPC6 channel inhibitors, primary screen, cell-based, HEK293, membrane potential dye. ACh-evoked depolarization; hits give low values. 310,000 compounds, 1.1% hits. B-score at 10 µM;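 active means B-score under library mean minus 3 SD, initial fluorescence not abnormally high, positive integrated signal ratio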;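 further: B-score derived from integrated fluorescence ratio over the kinetic read; more negative B-score means stronger inhibition of depolarization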
TMEM16A inh – TMEM16A chloride channel inhibitors, primary screen, cell-based, HTS | HEK293 TMEM16A/YFP iodide influx fluorescence, ionomycin | 310,000 compounds, 1.2% hits | normalized B-score (activity score, 25-100; higher = stronger inhibition) at 10 µM | Anoctamin-1 (Mus musculus), Q8BHY3;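 active means ratio plate-corrected score three or more library SD toward inhibition, starting fluorescence score within five deviations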;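 further: score derived from kinetic fluorescence span divided by baseline fluorescence per well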
TRPC6 activator – mouse TRPC6 channel activators, primary screen, cell-based, HEK293, membrane potential dye; HEK293-TRPC6 membrane potential dye fluorescence; hits give high values; B-score at 10 µM; 310,000 compounds, 0.13% hits; Short transient receptor potential channel 6 (Mus musculus), Q61143; AID 2550, 2010;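 active means B-score of the integrated fluorescence ratio above library mean plus 3 SD, and starting fluorescence ratio within library mean plus 5 SD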;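 further: higher score means more depolarization so channel activation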
SKKanGAS inh – S. pyogenes SKKanGAS growth inhibitors in kanamycin, primary screen, streptokinase expression inhibitor project, SKKanGAS strain, BacTiter-Glo luminescence; 6 h; inhibition, % at 7.5 µM; 300,000 compounds, 1.3% hits; AID 1662, 2009;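 active means mean replicate score, as percent of positive control median, at least 50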;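 further: strain carries kanamycin resistance gene driven by streptokinase promoter and grows in 40 µg/ml kanamycin; loss of luminescence reflects streptokinase promoter inhibition or plain growth inhibition; 0% = median of DMSO wells and 100% = positive control at its reference dose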
MrgX1 PAM – positive allosteric modulators of MrgX1, primary screen, HEK293 cells, Fluo-4 calcium flux; Mas-related G-protein coupled receptor member X1 (Homo sapiens), Q96LB2; FDSS; hits give high values; B-score at 10 µM; 310,000 compounds, 0.63% hits; AID 588675, 2011;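 active means plate-corrected calcium response at least 3 library SD above typical, normal starting fluorescence, not activating the receptor alone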;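 further: compound read alongside a low EC10 to EC30 dose of BAM8-22 agonist; peak minus trough fluorescence over baseline measured at the second addition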
MrgX1 ag – agonists of human MrgX1 receptor, primary screen, HEK293 cells, Fluo-4 calcium flux | B-score at 10 µM | AID 588627, 2011 | 310,000 compounds, 0.44% hits | Fluo-4 calcium fluorescence, agonist mode; hits give high values;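 active means calcium response B-score plate-corrected fluorescence ratio at least 3 library SD, with starting fluorescence B-score inside 5 SD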
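times = overnight plating, then 30 min 37 °C plus 30 min room-temperature dye loading | assay system = stable human MrgX1 HEK293 cell line | input = fifteen thousand cells per well | signal = kinetic calcium dye fluorescence, Fluo-4 NW | dosing = compound delivered in addition one of three | read-out = B-scored fluorescence response ratio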
MrgX1 antagonist – antagonists of human MrgX1 receptor, primary screen, HEK293 cells, Fluo-4 calcium flux; Mas-related G-protein coupled receptor member X1 (Homo sapiens), Q96LB2; BAM8-22 antagonism; hits give low values; B-score at 10 µM; 310,000 compounds, 1.3% hits; AID 588676, 2011;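 active means calcium-response B-score plate-corrected more than 3 library SD below zero, starting fluorescence within 5 deviations, no agonist response on first addition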;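 further: peak minus trough fluorescence over baseline after final BAM8-22 challenge near maximal dose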
TRPC4 block – inhibitors of mouse TRPC4 channel, primary screen, Fluo4 calcium, HEK293 TRPC4beta/mu-opioid cells; Short transient receptor potential channel 4 (Mus musculus), Q9QUQ5; DAMGO-evoked Fluo4 calcium flux; hits give low values; B-score at 10 µM; 300,000 compounds, 0.39% hits; AID 2247, 2010;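 active means B-score over 3 SD under the library average, no early fluorescence shift, positive overall ratio signal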
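Assay system: HEK293 cells with stable TRPC4beta plus mu-opioid receptor expression. Dosing: single dose. Measured by: Fluo4 Ca2+ flux fluorescence. Also added: DAMGO in two steps, submaximal then maximal. Read-out: B score from integrated Fluo4 fluorescence ratio.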
Active calls of the source: *; i = inactive; . = not tested or not shown.

canonical_smiles,TMEM16A act,TRPC4 PAM,TRPC4 act,TRPC6 inhibitor,TMEM16A inh,TRPC6 activator,SKKanGAS inh,MrgX1 PAM,MrgX1 ag,MrgX1 antagonist,TRPC4 block
CC(CN1CCN(C)CC1)OC(=O)c1ccccc1 (stereo not given),i,i,i,i,i,i,-5,i,i,i,i
CC(C)C(=O)NS(=O)(=O)c1ccc(NS(C)(=O)=O)cc1,i,i,i,i,i,i,-10,i,i,i,i
COc1ccc(S(=O)(=O)N(C)C)cc1NC(=O)CSc1ncccn1,i,i,i,i,i,i,26,i,i,i,i
COc1ccc(C(=O)/C=C/c2cccc(OCc3ccccc3)c2)cc1CSCC(=O)O,i,i,i,i,i,i,38,i,30*,i,i
NC(=O)N1CC(O)CC1C(=O)Nc1ccc(Cl)c(Cl)c1 (stereo not given),i,i,i,i,i,i,-1,i,i,i,i
CC(C(=O)O)N1C(=O)CSC1=S (stereo not given),i,i,i,i,i,i,0,i,i,i,i
Cc1ccc(Cn2nc(C)c(NC(=O)CCCn3nc([N+](=O)[O-])c(Cl)c3C)c2C)cc1,i,i,i,i,i,i,-8,i,i,i,i
CCCS(=O)(=O)N1CCC(C(=O)NCCN2CCCC2)CC1,i,i,i,i,i,i,-13,i,i,i,i
CSc1n[nH]c(=O)n1C1CCCCC1,i,i,i,i,i,i,-5,i,i,i,i
CC(=O)NC1C(Oc2ccc(C=O)cc2)OC(COC(C)=O)C(OC(C)=O)C1OC(C)=O (stereo not given),i,i,i,i,i,i,-1,i,i,i,i
CCOC(=O)/C(=N/Nc1ccccc1OC)N1CCCc2ccccc21,i,i,i,i,i,i,0,i,i,i,i
CCC(c1nnnn1C(C)C)N1CCN(C2CCCC2)CC1 (stereo not given),i,i,i,i,i,i,-2,i,i,i,i
Cc1ccc(C)c2[nH]c(=O)c(CCNS(=O)(=O)c3ccccc3)cc12,i,i,i,i,i,i,-8,i,i,i,i
COCCNC(=O)c1oc2ccc3c(c2c1C)C(O)CC(C)(C)O3 (stereo not given),i,i,i,i,i,i,0,i,i,i,i
O=C(CSc1ccccn1)Nc1ccc2c(c1)OCCO2,i,i,i,i,i,i,0,i,i,i,i
COCCN=C1Sc2nc3c(C)cccc3cc2CN1Cc1ccco1,i,i,i,i,i,i,32,i,i,i,i
Cc1ccnc(NC(=O)CNC(=O)C23CC4CC(CC(C4)C2)C3)c1,i,i,i,i,i,i,1,i,i,i,i
Cc1cc2c(cc1S(=O)(=O)NCc1ccc(Cl)cc1)OCC(=O)N2,i,i,i,i,i,i,-1,i,i,i,i
CCn1c(=O)c([N+](=O)[O-])c(N2CCOCC2)c2ccccc21,i,i,i,i,i,i,-4,i,i,i,i
CC1=C([N+](=O)[O-])C(c2ccc(Cl)cc2)NC(=O)N1C (stereo not given),i,i,i,i,i,i,-5,i,i,i,i
COCCC(=O)N1CCC(Oc2ccc(C(=O)NC3CCCCC3)cc2)CC1,i,i,i,i,i,i,4,i,i,i,i
CNCCC(Oc1ccc(C(F)(F)F)cc1)c1ccccc1 (stereo not given),i,i,i,i,i,i,-1,i,i,i,i
CNc1sc(C(=O)c2ccc(F)cc2)c(N)c1-c1nc2ccccc2s1,i,i,i,i,i,i,-9,i,i,i,i
Cc1ccc(/C=N/NC(=O)c2cc(C3CC3)nc3ccccc23)o1,i,i,i,i,i,i,-18,i,i,i,i
Cc1ccc(-c2nn(-c3ccccc3)cc2C(=O)NCCCN2CCOCC2)cc1,i,i,i,i,i,i,-1,i,i,i,i

Continuation:
canonical_smiles,TMEM16A act,TRPC4 PAM,TRPC4 act,TRPC6 inhibitor,TMEM16A inh,TRPC6 activator,SKKanGAS inh,MrgX1 PAM,MrgX1 ag,MrgX1 antagonist,TRPC4 block
CC(=O)c1cnc2nc(SCc3ccccc3)nn2c1C,i,i,i,i,i,i,1,i,i,i,i
COc1cccc(-c2cc3c(=O)n(-c4ccccc4)c(=S)[nH]c3s2)c1,i,i,i,i,i,i,23,i,i,i,i
CCOc1ccc(NC(=O)C2CCN(S(=O)(=O)c3c(C)noc3C)CC2)cc1,i,i,i,i,i,i,-5,i,i,i,i
O=C(c1ccco1)N1CCN(C(=O)c2cccc3c2C(=O)N(C2CCCCC2)C3)CC1,i,i,i,i,i,i,5,i,i,i,i
Cc1cn[nH]c1,i,.,.,.,i,.,.,i,i,i,.
Cn1nnnc1SCC(=O)NNC(=O)c1ccc(Cl)cc1,i,i,i,i,i,i,9,i,i,i,i
O=C(C1CCCCCC1)N1CC[C@@H](N2CCC(O)CC2)[C@H](O)C1,i,i,i,i,i,i,-8,i,i,i,i
COc1ccc(CCNC(=O)CN(c2ccccc2)S(C)(=O)=O)cc1,i,i,i,i,i,i,-2,i,i,i,i
COc1ccccc1Oc1nc(C)c(C(C)=O)cc1C#N,i,12*,i,i,i,i,5,i,i,i,i
Cc1ccc(S(=O)(=O)N2CCN(c3ncnc4c3cnn4-c3ccccc3)CC2)cc1,i,i,i,i,i,i,0,i,i,i,i
Cc1ccc(S(=O)(=O)N(Cc2cc3ccccc3[nH]c2=O)c2cccc(C)c2)cc1,i,i,i,i,i,i,2,i,i,i,i
c1ccc(Oc2nc(-c3ccccn3)nc3ccccc23)cc1,i,i,i,i,i,i,109*,i,i,i,i
O=C1CC(NNC(=O)c2ccc(Br)cc2)C(=O)N1 (stereo not given),i,i,i,i,i,i,-4,i,i,i,i
Cc1ccc(NC(=O)CCC(=O)c2cc(C)sc2C)nc1,i,i,i,i,i,i,19,i,i,i,i
Cc1cccc(C)c1NC(=O)C1CC2CCC1C2 (stereo not given),i,i,i,i,i,i,2,i,i,i,i
O=C(CSc1nnnn1-c1ccc2c(c1)OCCO2)N1CCN(C(=O)c2ccco2)CC1,i,i,i,i,i,i,11,i,i,i,i
COCCCNC(=O)CN(c1cc(OC)ccc1OC)S(=O)(=O)c1ccccc1,i,i,i,i,i,i,4,i,i,i,i
CC(Sc1ccc(Cl)cc1)C(=O)NNC(=O)c1ccccc1O (stereo not given),i,i,i,i,i,i,4,i,i,i,i
CC(=O)c1ccc(N2C(=NC(=O)C3CCCO3)SC3CS(=O)(=O)CC32)cc1 (stereo not given),i,i,i,i,i,i,-2,i,i,i,i
O=C(CN1CCC(O)(c2ccc3c(c2)OCO3)CC1)NC1CCCCC1,i,i,i,i,i,i,-6,i,i,i,i
CC(C)Cn1c(=O)c2c(c3ccccc31)OC(C)C(=O)N2 (stereo not given),i,i,i,i,.,i,2,.,.,.,i
O=C(Nc1cccc2ncccc12)c1ccc(Br)c([N+](=O)[O-])c1,i,i,i,i,i,i,1,i,i,i,i
CC(NC(=O)c1ccccc1F)c1nnc(SCC(=O)Nc2nnc(C3CC3)s2)n1C (stereo not given),i,i,i,i,i,i,10,i,i,i,i
O=C(Nc1ccc2c(c1)OCO2)N1CCN(Cc2ccco2)CC1,i,i,i,i,i,i,5,i,i,i,i
CCCCCCC(=O)N/N=C/c1ccc(Br)cc1,i,i,i,i,i,i,0,i,i,i,i

Additional structures:
canonical_smiles,TMEM16A act,TRPC4 PAM,TRPC4 act,TRPC6 inhibitor,TMEM16A inh,TRPC6 activator,SKKanGAS inh,MrgX1 PAM,MrgX1 ag,MrgX1 antagonist,TRPC4 block
O=C(COc1ccc(Br)cc1)N1CCCCCC1,i,i,i,i,i,i,-3,i,i,i,i
Cc1ccc2[nH]c(CNC(=O)C3CCCCC3)cc2c1,i,i,i,i,i,i,0,i,i,i,i
N#CCCCN1C(=O)C(O)(CC(=O)c2ccc3c(c2)OCCO3)c2ccccc21 (stereo not given),i,i,i,i,i,i,4,i,i,i,i
Cc1cccc(NC(=O)CSc2cc(C(=O)c3nccn3C)c3ccccc3n2)c1,i,i,i,i,i,i,13,i,i,i,i
NC(=O)c1ccc2c(c1)S(=O)(=O)c1ccccc1C2=O,i,i,i,i,i,i,-3,i,i,i,i
c1cc2c3c(cccc3c1)C(N1CCOCC1)=N2,i,i,i,-6.8*,i,i,-2,i,i,i,i
CC1(C)C2([N+](=O)[O-])CN3CC1([N+](=O)[O-])CN(C2)C3c1ccc(O)c(O)c1 (stereo not given),i,i,i,i,i,i,-7,i,i,i,i
COc1cccc(Cn2nnc(C(=O)NCc3ccccc3Cl)c2N)c1,i,i,i,i,i,i,0,i,i,i,i
O=C(NNC(=O)c1cc2ccccc2cc1O)c1cccs1,i,i,i,i,i,i,1,i,i,i,i
N#Cc1ccc(-c2ccc(F)cc2)nc1Oc1ccc(Cl)c(Cl)c1,i,i,i,i,i,i,-2,i,i,i,i
COc1ccccc1N1C(=N)S/C(=C\c2ccc(-c3ccccc3C(=O)O)o2)C1=O,i,i,i,i,i,i,21,11*,i,i,i
Cc1ccc(SCc2nn(C)c(Cl)c2C=O)cc1,i,i,i,i,i,i,9,i,i,i,i
CCN(C(=O)c1ccc(NC(=O)c2ccco2)cc1)c1ccccc1,i,i,i,i,i,i,3,i,i,i,i
O=C(Nc1nnc(-c2cc(Cl)ccc2Cl)o1)C1=COCCO1,i,i,i,i,i,i,5,i,i,i,i
O=C(N/N=C/c1ccc[nH]1)c1ccccc1OCc1ccccc1Cl,i,i,i,i,i,i,2,i,i,i,i
